TTR transcr act – TTR transcription activation, primary screen. SH-SY5Y TTR promoter Gaussia luciferase, luminescence; 100% = recombinant luciferase protein wells. activation, % at 16.7 µM. 92,000 tested, 1.3% active. AID 1117267;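 active means activation above the mean of all tested compounds plus 3 SD, cut at about 9.5% in these data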;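 further: cells exposed to compounds for one day before reading; 0% = median of all test compound wells on the plate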
Numbers without * were called inactive. Not all compounds are listed; the hit share may differ from the screen's.

CCN(c1ccccc1)S(=O)(=O)c1ccc(F)cc1
- TTR transcr act: 0.8

COc1cccc(C(=O)NCC(=O)N/N=C/c2cccc(OC(=O)c3ccc([N+](=O)[O-])cc3)c2)c1
- TTR transcr act: -1.1

O=C(NCc1cccnc1)c1ccc(COc2ccccc2Br)cc1
- TTR transcr act: -1.9

O=C(Nn1c(O)c(C=C2N=c3ccccc3=N2)sc1=S)c1cccc(Cl)c1
- TTR transcr act: -0.8

C[n+]1ccccc1/C=C1\Sc2ccccc2N1CCO
- TTR transcr act: -0.2

O=C(Nc1cccc([N+](=O)[O-])c1)C1COc2ccccc2O1 (configuration not stated)
- TTR transcr act: 1.2

CCOC(=O)Cc1cc(C)[nH]c1C(=O)OCC
- TTR transcr act: 1.4

COc1ccc(OC)c(-n2c(C)nc3cc(C(=O)O)ccc32)c1
- TTR transcr act: 0.3

Cc1cc(C)n2nc(C(=O)Nc3ccc(S(=O)(=O)N(C)C)cc3)nc2n1
- TTR transcr act: 4.7

COc1cccc(-c2sc3ccc(OC)cc3c2-c2ccc(OCCN3CCOCC3)cc2)c1
- TTR transcr act: -0.1

Oc1ccc2ccccc2c1/C=N/n1cnnc1
- TTR transcr act: -1.3

O=C(Nc1ccccc1C(=O)NCCCN1CCOCC1)c1ccccc1
- TTR transcr act: -1.4

Cc1ccc(C2C3=C(CC(C)(C)CC3=O)Nc3[nH]c(=S)[nH]c(=O)c32)cc1 (configuration not stated)
- TTR transcr act: -1.0

Cc1nc(C)c(-c2ccn(C(=O)NC(C)C)n2)s1
- TTR transcr act: 1.6

CCOC(=O)CSc1nc(NCc2ccco2)c2ccccc2n1
- TTR transcr act: -0.5

CCN(CC)C(=O)CSc1nc(O)c(Cc2ccccc2)c(=O)n1-c1ccc(C)cc1
- TTR transcr act: -3.1

CCSc1nc2nn(-c3ccccc3)c(=O)c-2c2n1CCCCC2
- TTR transcr act: -2.5

COc1ccc(/C=C(\C#N)C(=O)NCCc2ccccc2)cc1OCc1ccccc1
- TTR transcr act: -1.3

CC(=O)Oc1ccc(N(C(C)=O)S(=O)(=O)c2ccc(C)cc2)c2ccccc12
- TTR transcr act: -3.4

Cn1nc(C(=O)Nc2nnc(C3CC3)s2)c2ccccc2c1=O
- TTR transcr act: 0.5

C/C(=N\O)c1c(O)cc(-c2ccccc2)n(-c2ccccc2)c1=O
- TTR transcr act: -1.5

CCOC(=O)Cc1csc(NC(=O)Cc2ccc([N+](=O)[O-])cc2)n1
- TTR transcr act: 1.0

CCOC(=O)C1CCCN(C(=O)c2cn(CC)c(=O)c3cc(OC)c(OC)cc23)C1 (configuration not stated)
- TTR transcr act: 1.4

CCCSc1ccc([C@H]2N[C@@](CC(C)C)(C(=O)OC)[C@H]3C(=O)N(C)C(=O)[C@@H]23)cc1
- TTR transcr act: 2.5

COc1cc(C2C(C(=O)Nc3ccccc3OC)=C(C)Nc3ncnn32)ccc1O (configuration not stated)
- TTR transcr act: 1.6

O=S(=O)(Cc1cc(Sc2ccc(Cl)cc2)nc(-c2ccccc2)n1)c1ccccc1
- TTR transcr act: 8.4

COc1ccc(OC)c(NC(=O)c2cnc3n(c2=O)CCS3)c1
- TTR transcr act: 1.4

COc1ccc(C(=O)NCc2cccs2)cc1S(=O)(=O)N1CCOCC1
- TTR transcr act: -2.0

Cc1cccc(NC(=O)c2ccc(Cn3cc(C(F)(F)F)ccc3=O)cc2)c1
- TTR transcr act: 1.5

O=C(NC1CCCC1)C(c1ccc(Cl)cc1)N1CCc2ccccc21 (configuration not stated)
- TTR transcr act: 2.9

CCN(CC(=O)NCc1ccc(F)cc1)CC(=O)Nc1ccc(Br)cc1F
- TTR transcr act: -0.9

COCCCNC(=O)C[C@@H]1C(=O)N(CCc2ccc(Cl)cc2)C2=CCCCC[C@]21C(=O)OC
- TTR transcr act: 1.1

Cc1ccc(NC(=S)Nc2ccc(OC(F)F)c(Cl)c2)cc1Cl
- TTR transcr act: -1.6

COCc1cc(CNC(=O)C2CCC(=O)N(Cc3ccccc3OC)C2)[nH]n1 (configuration not stated)
- TTR transcr act: 2.3

O=C1c2cccc(OCC(=O)N3N=C(c4cccs4)CC3c3ccc(F)cc3)c2CCN1Cc1ccccc1 (configuration not stated)
- TTR transcr act: 11*

COc1ccc(-c2nnn(CC(=O)N(C3CCCCC3)C(C)C(=O)NC3CCCC3)n2)cc1OC (configuration not stated)
- TTR transcr act: 5.0

CCNC(=O)CN(c1ccc(Oc2ccccc2)cc1)S(=O)(=O)c1ccccc1
- TTR transcr act: -1.2

CCOc1ccc(N2CC(C(=O)NNC(=O)c3ccc(F)cc3)CC2=O)cc1 (configuration not stated)
- TTR transcr act: 6.6

CC(=O)Nc1ccc(NC(=O)CSc2nnnn2C2CCCCC2)cc1
- TTR transcr act: 0.6

O=C(NC1CC(=O)N(c2ccc(F)cc2)C1)N1CCN(C(=O)c2ccco2)CC1 (configuration not stated)
- TTR transcr act: 0.6

CCCc1cc(C(=O)N2CCN(c3ccccc3C)CC2)cs1
- TTR transcr act: -1.6

CC(=O)Oc1ccc(C(=O)Nc2ccccc2C(=O)N2CCCC2)cc1
- TTR transcr act: 0.2

Cc1ccc2nc(NC(=O)c3ccc4c(c3)OCO4)sc2c1
- TTR transcr act: -1.2

CC(=O)c1c(C)[nH]c(C(=O)OCCOc2ccccc2)c1C
- TTR transcr act: -1.0

CSc1ccccc1NS(=O)(=O)c1cccc2nonc12
- TTR transcr act: 2.1

CC1CC(C)CN(C(=O)COC(=O)CCCN2C(=O)c3cccc4cccc(c34)C2=O)C1 (configuration not stated)
- TTR transcr act: -0.5

COc1ccc(C2=NCCn3nc4cc([N+](=O)[O-])ccc4c32)cc1
- TTR transcr act: 5.3

O=C(NCC1CCCN(C(=O)c2cscn2)C1)c1ccccc1Cl (configuration not stated)
- TTR transcr act: -1.7

Cc1cccc(NC(=O)COC(=O)CC2CCCC2)c1C
- TTR transcr act: 0.6

COc1ccc(CNC(=O)CN(C(=O)c2cc3sccc3n2C)C2CCCC2)cc1
- TTR transcr act: -0.7

Molecules above that contain bromine (2):
O=C(NCc1cccnc1)c1ccc(COc2ccccc2Br)cc1
- TTR transcr act: -1.9

CCN(CC(=O)NCc1ccc(F)cc1)CC(=O)Nc1ccc(Br)cc1F
- TTR transcr act: -0.9

(continued)
SMILES	TTR transcr act
CC1=CC(=NNS(=O)(=O)c2ccc([N+](=O)[O-])cc2)CC(C)(C)C1	-0.1
COc1ccc(C(=O)N2CCC(O)(c3ccc(Cl)cc3)CC2)cc1OC	0.5
CCOC(=O)C1=CN(Cc2cccc(F)c2)S(=O)(=O)N(C)C1CCc1ccccc1 (configuration not stated)	1.5
CS(=O)(=O)Nc1cccc(NC(=O)c2ccc(-c3ccc(F)c(F)c3)c3ccoc23)c1	-0.1
Cc1cccc(N2CCN(C(=O)CCCSc3nc4ccccc4[nH]3)CC2)c1C	-3.9
C=CCn1c(SCC(=O)NC(=O)NC)nnc1C1CCCCC1	0.3
COc1ccc(NC(=O)CCCn2c(=O)oc3ccccc32)cc1Cl	-0.1
CNC(=O)COC(=O)/C=C/c1cn(-c2ccccc2)nc1-c1ccc2c(c1)OCCO2	-0.4
Cc1cc(/C=C2/NC(=O)NC2=O)c(C)n1-c1sc2c(c1C#N)CCCC2	-1.1
C=CCc1cc(OC)ccc1OCCON1C(=O)CCC1=O	-1.2
CCN(CCCNC(=O)C1CCN(S(=O)(=O)c2cnc[nH]2)CC1)c1cccc(C)c1	-0.1
O=C(NCc1ccc(Cl)c(Cl)c1)C1CCCC1	1.5
Cc1ccc(-c2nnc(NC(=O)COc3ccc(F)cc3Cl)o2)cc1C	-0.9
CCCCn1c(N)c(N(CCOC)C(=O)c2oc3ccc(OCC)cc3c2C)c(=O)[nH]c1=O	1.0
CCC(OC(C)=O)c1cc2c(cc1[N+](=O)[O-])OCCO2 (configuration not stated)	4.5
CC1=C(C(=O)OCc2ccccc2)C(c2ccc([N+](=O)[O-])cc2)NC(=O)N1 (configuration not stated)	-1.1
CCOC(=O)C1=C(C)N(C)C(=S)NC1c1ccc(Cl)cc1Cl (configuration not stated)	1.1
O=C(COC(=O)c1ccc(OC(F)F)cc1)NCCNC(=O)COC(=O)c1ccc(OC(F)F)cc1	0.2
Cc1ccc(NN=C2C(=O)OC(C)(C)OC2=O)c(C)c1	-0.1
OC(COCc1ccc2c(c1)OCO2)CN1CCC(Cc2ccccc2)CC1 (configuration not stated)	-0.8
O=C1OCC(O)=C1Cc1ccccc1	5.4
O=S(=O)(c1ccc(Br)c2nsnc12)N1CCOCC1	-1.7
COc1ccc(C2Nc3ccccc3C(=O)N2Cc2ccc(C)o2)cc1COc1c(C)cccc1C (configuration not stated)	-0.2
O=C1OC(Nc2ncccn2)c2ccccc21 (configuration not stated)	0.7
O=C(Nc1ccc(OCC(=O)N2CCOCC2)cc1)c1cc(F)c(F)cc1Cl	-0.9
O=C(c1ccc(N2C(=O)C3C4CC(C(Br)C4Br)C3C2=O)cc1)N1CCCCC1 (configuration not stated)	-0.8
COc1ccccc1C1=CC(=O)C[C@H](c2ccc3c(c2)OCO3)C1	-1.7
Cc1ccccc1NC(=O)c1ccc(S(=O)(=O)C(F)F)cc1	-1.0
Cc1ccc(C(=O)NN2C(=O)/C(=C/c3cn(C)c4ccccc34)SC2=S)cc1	-0.6
O=C(NCc1cccnc1)c1ccc(COc2ccc(Cl)cc2Cl)o1	-0.8
CCOC(=O)c1sc2ccccc2c1OC(=O)c1ccccc1	-5.1
CCC(C)[C@H](NC(=O)NCCCN1CCOCC1)C(=O)OC (some centres not stated)	1.1
CC1=C(C(=O)OCc2ccccc2)C(c2ccccc2Cl)NC(=O)N1C (configuration not stated)	2.4
COc1cc2c(cc1OC)CN(C(=O)c1sc(-c3cnccn3)nc1C)CC2	1.2
O=C(CSCc1ccccc1Cl)N/N=C/c1ccco1	-2.5
NS(=O)(=O)c1ccc(NC(NC(=O)c2cccnc2)C(Cl)(Cl)Cl)cc1 (configuration not stated)	-1.9
OC(c1ccccc1)c1ncc(-c2ccc(Oc3ccccc3)cc2)[nH]1 (configuration not stated)	-1.2
COC(=O)C1CSC2c3ccccc3C(=O)N12 (configuration not stated)	-0.2
CC1(C)Oc2ccc3ccc(=O)oc3c2[C@@H](O)[C@@H]1O	4.8
COC(=O)CNC(=O)c1ccc(F)cc1	-0.5
COC(=O)NC(=C(Cl)Cl)S(=O)(=O)c1ccccc1	-6.3
CC1(C)CC(=O)CC2(C1)NCC(c1ccccc1)c1c2[nH]c2ccccc12 (configuration not stated)	2.8
CCOc1cc(C2C(C(=O)OC(C)C)=C(C)N=C3SCCC(=O)N32)ccc1OC(C)=O (configuration not stated)	1.8
O=P(OC1CCCCC1)(OC1CCCCC1)C(O)c1c(Cl)cccc1Cl (configuration not stated)	0.7
ON=C1CCN(c2ncc(C(F)(F)F)cc2Cl)CC1	3.3

Some of the entries above, reformatted:
TTR transcr act | compound
1.1 | CCC(C)[C@H](NC(=O)NCCCN1CCOCC1)C(=O)OC (some centres not stated)
2.4 | CC1=C(C(=O)OCc2ccccc2)C(c2ccccc2Cl)NC(=O)N1C (configuration not stated)
1.2 | COc1cc2c(cc1OC)CN(C(=O)c1sc(-c3cnccn3)nc1C)CC2

Reformatted with values ahead of the structure: part of the list above
TTR transcr act,mol
-1.9,NS(=O)(=O)c1ccc(NC(NC(=O)c2cccnc2)C(Cl)(Cl)Cl)cc1 (configuration not stated)
-1.2,OC(c1ccccc1)c1ncc(-c2ccc(Oc3ccccc3)cc2)[nH]1 (configuration not stated)
-0.2,COC(=O)C1CSC2c3ccccc3C(=O)N12 (configuration not stated)
4.8,CC1(C)Oc2ccc3ccc(=O)oc3c2[C@@H](O)[C@@H]1O

Next entries.
SMILES	TTR transcr act
O=C(CC1C(=O)NCCN1C(=O)Nc1ccccc1)Nc1ccc(F)cc1 (configuration not stated)	3.2
COC(=O)c1ccc(S(=O)(=O)N2CCCN(Cc3ccc(F)cc3)CC2)n1C	-2.0
C=CCn1c(=O)c2c(nc3n2CCS3)n(C)c1=O	1.3
O=C(CCc1ccc(S(=O)(=O)N2CCOCC2)cc1)OCC(=O)c1ccccc1	-0.3
O=C(Nc1ccc2c(c1)OCO2)c1cc(C2CCCN(C(=O)C3CCCCC3)C2)on1 (configuration not stated)	-1.2
CC(=O)NC(CC(=O)NNC(=O)c1cccs1)c1ccccc1 (configuration not stated)	2.2
O=C(NCCO)c1nc(C(=O)c2ccc(Cl)cc2)c2ccccc2n1	-2.3
CC(=O)N1c2ccc(S(=O)(=O)N3CCCC(C(=O)NCc4ccc(Cl)cc4)C3)cc2CC1C (configuration not stated)	-5.0
Cc1cc(OCC(=O)Nc2ccncc2)ccc1Br	-7.6
O=C(O)c1oc2ccccc2c1CSCc1ccccc1	-1.4
Cc1ccc(N(CCC#N)C(=O)CSc2nnc3ccccn23)cc1	0.6
C=CCn1c(SCC(=O)N(C)C2CCS(=O)(=O)C2)nnc1-c1ccccc1 (configuration not stated)	-1.2
COC(=O)c1ccc(NC(=O)COc2ccc3c(c2)OCO3)cc1	-0.7
CCOc1ccc(Nc2ncnc3ccc([N+](=O)[O-])cc23)cc1	5.7
Cc1cccnc1Oc1ncccc1N	0.8
O=C(O)C(Oc1ccc2c(c1)oc(=O)c1ccccc12)c1ccccc1 (configuration not stated)	-1.6
Cc1ccnc(N2CCC(C(=O)Nc3nnc(C)s3)CC2)n1	0.8
COc1ccccc1C1=NOC(COC(=O)c2ccc([N+](=O)[O-])cc2)C1 (configuration not stated)	3.2
COc1ccc(-c2cc(C(F)(F)F)nc(SCCC(=O)N3CCOCC3)n2)cc1	-0.6
COC(=O)N(C)C[C@@H]1OCc2cnnn2CCCC(=O)N([C@@H](C)CO)C[C@H]1C	3.7
COc1ccc(C(=O)N(NC(=O)Oc2ccccc2)C(C)(C)C)cc1	1.1
CC/C=C/C(=O)N1CC2(CC(c3cccc(NC(=O)c4ccccc4)c3)=NO2)C[C@@H]1C(N)=O (some centres not stated)	0.3
O=C(COC(=O)c1cc(=O)[nH]c2ccccc12)NCc1cccc(Cl)c1	0.5
COc1nc(SC)nc(Cl)c1Cc1ccc(OC(C)C)cc1	2.4
O=C(N/N=C/c1ccccc1O)/C(=C/c1ccccc1)CCO	1.9
O=C(NNc1nc2ccccc2s1)c1ccccc1F	2.1
CN(CCOc1ccccc1)CC(=O)Nc1ccc(Br)cc1F	-0.8
Cc1ccc(NC(=O)CSC2=NN3CCCC(=O)N=C3S2)cc1Cl	1.9
